NS5 inhibitors: flavivirus cap methylation enzyme inhibition – biochemical, confirmation dose response, primary screen (AID 588689); Dengue-2 NS5 methyltransferase capping enzyme assay, biochemical; higher % means a stronger effect; inhibition, % at 25 µM, or IC50 in µM where a hit was titrated; hit rate 0.3% among 340,000; in the data active = a potency from the dose series
HIV peptide binding: cell-free HIV fusion peptide-binding blockers – biochemical, uHTS, fluorescence dequenching, primary screen (AID 1986); hit rate 0.3% among 290,000; cell-free peptide binding, fluorescence dequenching, 30 min; higher % means a stronger effect; one-dose inhibition, % at 20 µM; IC50 in µM for titrated hits; in the data active = inhibition mostly above about 52%, no sharp cut-off; inactive = mostly below about 76%; also: some results filed as inactive read as strong as hits
NOD1 inhibition: inhibition of NOD1-driven NF-kB reporter – cell-based, luminescence, uHTS, primary screen (AID 1578); NOD1-driven NF-kB luciferase reporter cells, luminescence; higher % means a stronger effect; inhibition, % at 4 µM; hits with a dose series show EC50 in µM; hit rate 1% among 290,000; in the data active = inhibition mostly above about 36%, no sharp cut-off; inactive = mostly below about 34%;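 also: HEK-293T reporter cells stimulated with the NOD1 agonist gamma-tri-DAP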
GPR55 beta-arrestin: GPR55 agonists via beta-arrestin recruitment, primary screen, imaging, U2OS cells, beta-arrestin-GFP redistribution (AID 1961); U2OS GPR55 beta-arrestin-GFP redistribution imaging; higher % means a stronger effect; activation, % at 10 µM, or EC50 in µM where a hit was titrated; hit rate 0.048% among 290,000;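 active = activation above 40% with more than 50 cells counted in the well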;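 also: U2OS osteosarcoma cells stably expressing GPR55 and beta-arrestin-GFP; plate controls were DMSO negative control for no effect and LPI positive control for full effect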
KOR beta-arrestin-1: KOR antagonists, beta-arrestin recruitment, cell-based, luminescence, uHTS (AID 1778); KOR beta-arrestin recruitment, luminescence, antagonist mode; higher % means a stronger effect; inhibition, % at 10 µM; hits with a dose series show IC50 in µM; hit rate 0.091% among 290,000; in the data active = inhibition above about 50%; also: strong numbers were not always called active
West Nile antiviral: inhibition of WNV-induced cytopathic effect – cell-based, CPE readout (AID 1621); one-dose CPE inhibition, % at 10 µM; IC50 in µM for titrated hits; West Nile virus-infected cells, CPE inhibition; higher % means a stronger effect; hit rate 0.02% among 290,000; in the data active = a potency from the dose series; also: strong numbers were not always called active
GPR55 LPI antagonism: GPR55 antagonists blocking LPI-driven arrestin recruitment, primary screen, imaging, U2OS, beta-arrestin-GFP, LPI agonist (AID 2013). inhibition, % at 10 µM; hits with a dose series show IC50 in µM. hit rate 0.13% among 290,000. U2OS GPR55 beta-arrestin-GFP translocation imaging, LPI antagonism; higher % means a stronger effect;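 active = spots per cell inhibited over 60%, with over 100 cells counted and total cytoplasm intensity under 500,000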;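 also: U2OS cells stably carrying GPR55 and arrestin-GFP stimulated by 5 µM LPI near EC80; imaged beta-arrestin-GFP aggregate spots per cell after agonist stimulation; plate controls were LPI-stimulated DMSO wells for no effect and DMSO wells without LPI for full effect; some results filed as inactive read as strong as hits; confirmed hits need IC50 under 10 µM and bright autofluorescent wells are also inconclusive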
GPR35 antagonists: inhibition of zaprinast-stimulated GPR35 beta-arrestin translocation – imaging, U2OS, beta-arrestin-GFP, zaprinast agonist, primary screen (AID 2058); U2OS GPR35 beta-arrestin-GFP translocation imaging, zaprinast antagonism; higher % means a stronger effect; inhibition, % at 10 µM; hits with a dose series show IC50 in µM; hit rate 0.052% among 290,000;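 active = inhibition of at least 50% with at least 30 cells and total cytoplasm GFP at most 10,000,000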
KOR beta-arrestin-2: kappa opioid receptor activators – cell-based, luminescence, uHTS, primary screen (AID 1777); KOR beta-arrestin recruitment, luminescence; higher % means a stronger effect; activation, % at 10 µM; hits with a dose series show EC50 in µM; hit rate 0.02% among 280,000; in the data active = activation above about 50%, passing the limit was not always enough; also: a part of the inactive calls stands beside numbers as strong as those of hits
* marks the source's active call; other numbers are inactive results; / = no result given; [ ] = remark or other dose. This is a subset. The share of hits here may be higher or lower than overall.

Fields – West Nile antiviral	NS5 inhibitors	KOR beta-arrestin-2	NOD1 inhibition	GPR55 beta-arrestin	KOR beta-arrestin-1	GPR35 antagonists	GPR55 LPI antagonism	HIV peptide binding
> Cn1nc(C(F)(F)F)c(C(=O)Nc2ccc(F)cc2F)c1Sc1cccc(Cl)c1
  -1.5%	3%	0.2%	-4%	-0.3%	-18%	-9%	10%	1.9%
> CC(C)C(c1nnnn1C(C)(C)C)N1CCOCC1 (stereo unspecified)
  0.1%	-5%	-3.9%	-15%	0.6%	1%	-18%	-3%	-1.1%
> CC(=O)c1c(C)oc(C)c1CSCc1ccc(C(=O)O)o1
  0.2%	11%	-0.4%	-17%	-0.2%	-9%	6%	3%	19%
> CCOC(=O)c1nn(-c2ccc3c(c2)CCN3C(C)=O)cc1O
  0.0%	-1%	1.7%	-28%	-0.1%	-39%	7%	-6%	-0.8%
> CCC(C)N=C1SCC(C)(/C=N/O)S1 (stereo unspecified)
  -0.2%	-4%	-4.7%	9%	0.2%	-11%	-4%	1%	-0.9%
> Cc1ccc(NC(=O)C2CC2c2ccccc2)cc1 (stereo unspecified)
  -1.5%	-2%	-1.6%	-10%	0.5%	-12%[20 µM]	-7%	5%	0.4%
> Cc1ccc2nc(C)cc(OCC(=O)O)c2c1
  0.2%	-6%	-5.5%	-11%	0.5%	-31%	8%	-8%	2.7%
> O=C(NNC(=O)c1cnccn1)c1cccc([N+](=O)[O-])c1
  0.1%	-4%	-0.9%	5%	-0.3%	4%	12%	-6%	-1.8%
> CSc1nccc(Oc2cncc(Cl)c2)n1
  -1.2%	-19%	1.6%	11%	-0.4%	/	6%	7%	8.4%
> COc1ccc(N2CCN(C(=O)c3ccccc3N(C)S(=O)(=O)c3ccccc3)CC2)cc1
  -0.1%	-7%	-0.6%	-4%	-0.1%	15%	-2%	11%	-0.4%
> CCN1CCN(S(=O)(=O)c2ccc3[nH]c(=O)oc3c2)CC1
  -0.2%	0%	-0.4%	16%	0.3%	42%	15%	4%	1.8%
> COc1ccccc1NC(=O)c1cc(=O)[nH]c2ccccc12
  -0.4%	-12%	2.2%	37%	0.3%	-33%[20 µM]	-2%	2%	-0.7%
> CCc1ccc(NC(=O)c2cnn(-c3ccccc3)c2C)cc1
  -0.3%	1%	0.5%	-55%	-0.3%	-35%	19%	6%	0.8%
> CC(C)NC(=O)Cn1nnc(-c2cccc(NC(=O)c3ccccc3F)c2)n1
  -0.1%	7%	0.4%	-19%	-0.1%	6%	18%	11%	1.2%
> COc1cccc(-c2cc(C(F)(F)F)nc(-n3cc(C)cn3)n2)c1
  -0.1%	-5%	-0.4%	-17%	0.3%	-9%	2%	2%	1.6%
> c1ccc2c(c1)Nc1cc3ccccc3cc1S2
  0.0%	12%	2.3%	-11%	0.2%	12%	55%	4%	-1.7%
> O=C(CCCC(=O)c1ccc(F)cc1)c1ccc(F)cc1
  -0.3%	-4%	3.8%	2%	-0.1%	-4%	12%	-8%	-0.7%
> CCCCc1ncc(CN2CCC(n3nccc3NC(=O)c3ccccc3Cl)CC2)[nH]1
  0.1%	-5%	10%	-12%	0.0%	-29%	-8%	-14%	0.5%
> CCc1ccc(CNC(=O)c2ccc(NC(=O)C3=CSCCO3)cc2)cc1
  -0.4%	-3%	-1.9%	-44%	0.4%	-9%	11%	4%	-1.4%
> CCOC(=O)c1ccc(N/C=C\C(=O)c2cccc(OC)c2)cc1
  -0.5%	-3%	-0.1%	-9%	-0.1%	-12%	4%	9%	-2.4%
> CSc1ccccc1C(=O)Nc1cccc(C(C)=O)c1
  0.5%	5%	-3.4%	7%	0.3%	-2%	8%	5%	-1.0%
> O=C1Nc2ccccc2/C1=N/c1sc2c(c1C(=O)NCCc1ccccc1)CCCC2
  /	-1%	1.4%	-44%	0.0%	29%	-8%	23%	1.5%
> COc1ccccc1C(CC(=O)N1CCCC1)c1ccc2c(c1)OCO2 (stereo unspecified)
  -1.4%	-2%	2.2%	-21%	-0.4%	-22%	-18%	-6%	-1.4%
> O=C(CSc1ncccc1-c1nc2ccccc2[nH]1)NC1CC1
  0.0%	-7%	5.3%	-4%	-0.1%	8%	4%	3%	-1.9%
> c1cnc2ccc(C(c3nnnn3C3CCCC3)N3CCN(c4nc5ccccc5s4)CC3)cc2c1 (stereo unspecified)
  -0.5%	-6%	2.9%	-18%	-0.2%	-2%	-4%	-6%	-2.3%
> Cc1ccc(C(=O)NN=C2CCCCCC2)s1
  -0.5%	-7%	-1.4%	-19%	0.3%	9%	-9%	1%	0.5%
> Cn1cccc1C(=O)NC(=O)CSc1cccc[n+]1[O-]
  0.9%	-7%	-0.6%	13%	-0.1%	6%	-14%	14%	-3.5%
> CC(C)(C)NC(=O)CSC(=Nc1cccc(F)c1)NC#N
  -0.2%	-48%	1.3%	5%	-0.1%	-15%	15%	8%	2.8%
> O=C(C[n+]1cc(-c2ccc(Cl)c(Cl)c2)n2c1CCC2)N1c2ccccc2Sc2ccccc21
  -0.3%	-7%	2.3%	-14%	1.0%	12%	-17%	9%	-3.4%
> O=c1c2sccc2[nH]c(=S)n1-c1ccccc1
  0.8%	-3%	3.2%	-14%	-0.2%	10%	8%	-7%	-1.0%
> O=C(Nc1ccon1)c1cccc(S(=O)(=O)N2CCCCCC2)c1
  -0.2%	0%	-1.8%	-1%	0.9%	-1%	-2%	-2%	1.8%
> CCCN1Cc2cccc(C(=O)NCc3ccc(C)cc3)c2C1=O
  -1.2%	-3%	0.1%	1%	-0.1%	0%	16%	10%	0.7%
> CC(c1ccco1)N(C(=O)c1ccccc1F)c1ccccn1 (stereo unspecified)
  -0.5%	-13%	-2.3%	-21%	0.6%	4%	7%	4%	0.4%
> CC(C)CN(Cc1c(O)ccc2c(=O)c(-c3ccccc3)coc12)CC(C)C
  -0.6%	-3%	-2.6%	15%	-0.1%	20%[20 µM]	-3%	0%	0.0%
> CN(C(=O)CN1CCN(c2ccccc2F)CC1)C1CCCc2ccccc21 (stereo unspecified)
  -1.5%	2%	-0.8%	-20%	0.3%	-29%	-13%	5%	-1.2%
> Cc1cccc(NC(=O)CN2C(=O)NC(Cc3ccccc3)C2=O)c1 (stereo unspecified)
  0.4%	-10%	-1.7%	9%	-0.1%	9%	10%	2%	-2.4%
> CCOC(=O)C1CCCN(Cc2nc(Cc3cccc(F)c3)no2)C1 (stereo unspecified)
  0.1%	2%	-6.4%	-37%	0.6%	-23%	8%	2%	8.3%
> O=C(O)c1[nH]c2ccccc2c1C(c1c(F)cccc1Cl)c1c(C(=O)O)[nH]c2ccccc12
  1.7%	/	-2.1%	-43%	0.2%	-68%[20 µM]	-1%	1%	13µM*
> O=C(Nc1nnc(COc2ccccc2)s1)C1CCN(S(=O)(=O)c2ccc(Cl)cc2)CC1
  -0.4%	4%	5.2%	-3%	-0.1%	5%	-14%	0%	-0.8%
> CCOc1cc(C)c(-c2onc(C(F)(F)F)c2-c2csc(C)n2)c(O)c1
  -0.8%	-6%	-2.3%	16%	0.0%	17%	-2%	28%	0.5%
> Cc1cc(=S)c2cccc(C)c2[nH]1
  -1.0%	/	/	-13%	-0.1%	-21%[20 µM]	12%	9%	0.4%
> O=S(=O)(Nc1ncccn1)c1ccc(NC(=S)NCCc2ccccc2)cc1
  0.2%	-9%	0.3%	-21%	0.1%	-11%	-8%	10%	0.8%
> Cc1ccc(NC(=O)c2cc(N3C(=O)C4CC=CCC4C3=O)ccc2N2CCCCC2)cc1 (stereo unspecified)
  1.4%	-8%	1.2%	22%	-2.3%	23%	5%	7%	-1.2%
> COc1ccccc1Cn1[nH]nnc1=S
  0.1%	-12%	-2.0%	-5%	0.2%	1%	6%	12%	1.6%
> O=C(Nc1cccc(C(=O)N2CCOCC2)c1)c1cncc(Br)c1
  0.2%	-8%	0.1%	-4%	-0.2%	3%	3%	14%	-2.0%
> CCOc1ccccc1CNS(=O)(=O)c1cnc[nH]1
  0.0%	-1%	-5.3%	-19%	-0.1%	-10%	-1%	4%	-0.9%
> COc1cccc(C2NC(=O)CCC2[N+](=O)[O-])c1 (stereo unspecified)
  0.0%	2%	-1.6%	-5%	0.0%	-39%	-7%	7%	-0.4%
> O=C(Nc1ccccc1N1CCOCC1)c1ccccc1NS(=O)(=O)c1ccc(F)c(F)c1
  -0.2%	-6%	-7.2%	35%	-0.2%	16%	2%	2%	-2.3%
> Oc1ccc(-n2cccc2/C=N/n2cnnc2)cc1
  0.2%	-5%	-3.9%	-12%	-0.2%	-2%[20 µM]	9%	4%	1.8%
> CC(C)N(C(=O)Cn1cc(SCC(N)=O)c2ccccc21)C(C)C
  -0.1%	-4%	-5.0%	-21%	0.2%	-6%	-2%	-1%	-0.4%

(next part)
Fields – West Nile antiviral	NS5 inhibitors	KOR beta-arrestin-2	NOD1 inhibition	GPR55 beta-arrestin	KOR beta-arrestin-1	GPR35 antagonists	GPR55 LPI antagonism	HIV peptide binding
> CCCc1cc(=O)oc2c(C)c(OC3CCCCC3=O)ccc12 (stereo unspecified)
  0.0%	5%	5.5%	-6%	-0.1%	-2%	6%	6%	0.5%
> CCOCCCNC(=O)C(NC(=O)c1cnccn1)c1ccc(OC)cc1 (stereo unspecified)
  -0.3%	3%	4.4%	-16%	-0.1%	-14%	22%	22%	0.2%
> COC(=O)c1ccc(C2/C(=C(/O)c3ccc(OC)cc3)C(=O)C(=O)N2CC2CCCO2)cc1 (stereo unspecified)
  -0.2%	-8%	-2.4%	2%	1.0%	-9%	3%	4%	-2.6%
> N#CCCN(Cc1cccnc1)C(=O)c1sc2cc(F)ccc2c1Cl
  -0.8%	/	4.8%	13%	-0.3%	-6%	3%	5%	-1.4%
> CN(c1ccccc1C(=O)O)S(=O)(=O)c1ccc2[nH]c(=O)[nH]c2c1
  -0.1%	0%	4.0%	-7%	-0.2%	18%	-6%	-14%	-0.2%
> Cc1cccc(Cn2cc3c(=O)n(Cc4cccc(F)c4)nc-3c3ccccc32)c1
  -0.8%	-7%	0.8%	-3%	0.3%	17%	8%	13%	2.1%
> O=C(CSc1nc2c(c(=O)n1-c1ccccc1)SCC2)N1CCN(c2ccccc2)CC1
  0.9%	-1%	-0.9%	-7%	-0.1%	10%	-3%	4%	5.1%
> O=C(CNc1cccc2ccccc12)N/N=C/c1ccc(C(=O)O)cc1
  0.5%	30%	-4.2%	-16%	0.6%	-44%	1%	0%	29%
> COc1cc(C2N(C)CCC3(OCCO3)C2(C)C)cc(OC)c1OC (stereo unspecified)
  -0.7%	-1%	-2.4%	-10%	-0.4%	/	5%	5%	1.1%
> O=C(O)Cn1nc(-c2ccccc2)oc1=O
  0.0%	1%	4.2%	2%	0.5%	-64%	-10%	-3%	-1.1%
